Screens deposited in PubChem BioAssay by The Scripps Research Institute Molecular Screening Center.
LEDGF integ inh: blocks HIV-1 LEDGF/p75-dependent DNA integration; AID 743269; inhibition, % at 3.7 µM; TR-FRET IN-LEDGF/p75 DNA integration, Eu/Cy5; 0.64% of 370,000 active;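 active = inhibition above the screen-wide mean plus 3 SD, cut at about 13% in these data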;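 also: signal is the Cy5 over europium emission ratio at 671 and 618 nm; 0% = plate median of compound wells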
Tn7 DDE FP: DD(E)-Tn7 binding inhibition, primary FP screen; P02675; FP displacement of FITC-Tn7 peptide from fibrin DD(E); 0% = median of compound wells per plate; 0.13% of 370,000 active; inhibition, % at 8.3 µM;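 active = inhibition above the mean of compounds falling within the control limits plus 3 SD of them, cut at about 14% in these data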;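 also: 0% = plate median of compound wells and 100% = 10 µM Aha-Tn7 peptide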
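Also added: labelled Tn7 tracer, 0.1 µM; Assay system: human fibrin DD(E) protein; Amount: 2 µM fibrin DD(E); Schedule: 10 min compound pre-incubation, 3 h probe incubation at room temperature; Repeats: one replicate per compound; Read-out basis: percent inhibition; Measured by: fluorescence polarization of the labelled Tn7 tracer.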
mABHD4 FP: ABHD4 (mouse) inhibition, primary FP screen | inhibition, % at 8.92 µM | AID 720543 | 0.54% of 370,000 active | purified mABHD4, FP-Rh probe fluorescence polarization | Q8VD66;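 active = inhibition exceeding the mean over every tested compound plus 3 SD, cut at about 30% in these data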;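 also: 0% = plate median of compound wells and 100% = S159A mutant with DMSO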
Target sequence (Q8VD66 whole entry, looked up): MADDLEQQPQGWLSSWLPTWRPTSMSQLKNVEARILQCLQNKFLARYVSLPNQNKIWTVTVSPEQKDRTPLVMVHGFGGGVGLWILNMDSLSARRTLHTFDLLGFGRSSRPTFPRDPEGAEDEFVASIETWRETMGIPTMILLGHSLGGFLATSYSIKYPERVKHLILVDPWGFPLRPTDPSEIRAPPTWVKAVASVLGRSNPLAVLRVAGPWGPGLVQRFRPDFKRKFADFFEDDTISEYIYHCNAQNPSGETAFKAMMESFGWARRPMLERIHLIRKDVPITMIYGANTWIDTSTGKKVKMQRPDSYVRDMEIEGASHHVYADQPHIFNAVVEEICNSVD
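Test system: mABHD4 protein; Read-out basis: % inhibition; Incubation: 45 min + 60 min at 25 °C; Repeats: single replicate; Technique: fluorescence polarization with parallel and perpendicular emission, 525/598 nm; Compound: 8.92 µM, single dose; Benchmarks: full inhibition S159A mutant plus DMSO, zero as sample-well median.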
HTRA1 inhibitor: blocks human HTRA1 serine peptidase; Q92743; recombinant HTRA1, FP-rhodamine activity-based probe, fluorescence polarization; inhibition, % at 5.96 µM; 0.5% of 340,000 active; AID 504803; in the data active = inhibition above about 36%;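 also: 0% = enzyme with DMSO and 100% = wells lacking enzyme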
TCR CD3 inh: human TCR-CD3 binding inhibition | TAMRA-labeled TCR probe fluorescence, biochemical | inhibition, % at 9.4 µM | 0.37% of 360,000 active | AID 651800; in the data active = inhibition above about 19%;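 also: recombinant mutant TCR 2C K166C tagged with TAMRA read by polarization; 0% = receptor in buffer alone and 100% = receptor with positive control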
PG9 Ab binder: binds the HIV-1 gp120 antibody PG9; TR-FRET gp120-PG9 antibody binding; inhibition, % at 6.7 µM; 0.43% of 360,000 active; in the data active = inhibition above about 8.5%
SIAE inh: human SIAE inhibition, primary screen. Q9HAT2. SIAE FP-Rh probe binding, fluorescence polarization. inhibition, % at 9.66 µM. 0.69% of 370,000 active. AID 1053197;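 active = inhibition above a cutoff: mean of compounds within the control limits plus 3 SD of those, cut at about 17% in these data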;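 also: 0% = plate median of compound wells and 100% = probe without SIAE protein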
TDP2 inh: blocks human TDP2 phosphodiesterase activity. recombinant TDP2, T5PNP hydrolysis, p-nitrophenol absorbance 415 nm. 0.34% of 370,000 active. inhibition, % at 12.8 µM. O95551;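 active = inhibition above the mean of all tested compounds plus 3 SD, set per campaign, cut at about 25% in these data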;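 also: 0% = DMSO with enzyme and 100% = buffer with substrate but no TDP2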
Target sequence (O95551 whole entry, looked up): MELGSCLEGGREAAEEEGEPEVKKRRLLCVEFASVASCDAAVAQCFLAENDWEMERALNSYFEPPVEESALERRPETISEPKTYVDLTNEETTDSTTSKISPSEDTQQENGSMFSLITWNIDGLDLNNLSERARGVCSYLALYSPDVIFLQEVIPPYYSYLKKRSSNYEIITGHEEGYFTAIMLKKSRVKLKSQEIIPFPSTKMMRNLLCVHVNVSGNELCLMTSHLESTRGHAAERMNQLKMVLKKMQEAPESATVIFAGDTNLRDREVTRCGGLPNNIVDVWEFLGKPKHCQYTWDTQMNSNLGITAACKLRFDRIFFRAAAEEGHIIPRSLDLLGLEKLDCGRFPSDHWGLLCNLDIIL
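Incubation: 2 h at 37 °C; Test system: recombinant human TDP2; Quantity: enzyme 120 nM; Read-out basis: percent inhibition; Medium: 50 mM Tris-HCl pH 7.5 with Mg2+, KCl, DTT, BSA; Repeats: single replicate; Compound: 12.8 µM single point, 1% DMSO; Signal: epi absorbance; Reagent: 5 mM T5PNP chromogenic substrate; Benchmarks: no-enzyme high, DMSO-plus-enzyme low.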
PRMT1 FP inh: blocks human protein arginine methyltransferase 1; inhibition, % at 2.79 µM; 1.3% of 370,000 active; recombinant PRMT1, activity-based probe fluorescence polarization; AID 652257; Q99873;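 active = inhibition above about 21% made by adding two undisclosed values, limit read from the data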
Target sequence (Q99873 whole entry, looked up): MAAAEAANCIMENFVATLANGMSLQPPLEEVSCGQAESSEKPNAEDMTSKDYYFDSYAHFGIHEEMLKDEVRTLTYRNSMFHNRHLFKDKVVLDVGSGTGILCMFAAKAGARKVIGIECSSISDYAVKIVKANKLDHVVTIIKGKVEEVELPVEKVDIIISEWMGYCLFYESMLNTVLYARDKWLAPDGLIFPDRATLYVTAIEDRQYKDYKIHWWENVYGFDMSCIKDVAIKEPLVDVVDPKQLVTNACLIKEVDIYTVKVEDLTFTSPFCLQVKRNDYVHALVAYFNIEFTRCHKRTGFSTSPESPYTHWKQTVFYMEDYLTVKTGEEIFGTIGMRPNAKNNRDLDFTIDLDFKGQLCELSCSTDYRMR
UHRF1 binding: blocks human UHRF1 binding to methylated DNA | inhibition, % at 4.4 µM | 0.75% of 370,000 active | Q96T88 | UHRF1 binding to methylated oligo, TR-FRET; in the data active = inhibition above about 21%;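 also: UHRF1 SRA domain binding a hemimethylated CpG hairpin DNA probe; 0% = median of test compound wells and 100% = reference inhibitor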
Numbers without * were called inactive; . = no result given.

SMILES | LEDGF integ inh | Tn7 DDE FP | mABHD4 FP | HTRA1 inhibitor | TCR CD3 inh | PG9 Ab binder | SIAE inh | TDP2 inh | PRMT1 FP inh | UHRF1 binding
COc1ccc(/C=N/NC(=O)c2ccc(O)cc2O)cc1CSc1ccccn1 | 6 | -3 | -51 | -14 | 14 | 0.3 | 8 | -3 | 2 | 2
O=C1CCCc2c1ccc1ccccc21 | -4 | 5 | 3 | 2 | -11 | 0.3 | -2 | 0 | 3 | 3
O=C(COc1ccccc1)Nc1nnc(-c2ccco2)o1 | -3 | 0 | 0 | -2 | 5 | -0.4 | 8 | 13 | 1 | -1
CCn1c(=O)c2cc(S(=O)(=O)NC3CCCCC3)ccc2n(CC)c1=O | 1 | -2 | -2 | -6 | 7 | 0.7 | 6 | 7 | -1 | -2
CC1=C(C(=O)N(C(C)C)C(C)C)CC(CC(=O)NCc2ccco2)C(=O)N1CCCN1CCCC1=O (centres undefined) | -1 | 2 | 7 | . | 3 | 0.7 | -2 | -12 | 0 | 1
O=C(N/N=C/c1cc([N+](=O)[O-])ccc1O)C12CC3CC(CC(C3)C1)C2 | 0 | -3 | 6 | 2 | 1 | -0.2 | 1 | -6 | 2 | 1
COc1cccc(CNC(=O)CCNS(=O)(=O)c2ccc(C)cc2)c1 | 6 | -1 | 1 | 7 | -1 | -0.1 | 4 | 9 | -2 | -2
Cc1cc2nc(-c3ccc(SCC(=O)Nc4ccc(S(=O)(=O)N5CCCC5)cc4)nc3)[nH]c2cc1C | -6 | 9 | -37 | -107 | 15 | 16* | -141 | -14 | 3 | 1
CSc1cccc(NC(=S)N(CCCN2CCC(C)CC2)Cc2cccs2)c1 | 0 | 0 | 3 | -4 | 3 | 0.7 | 5 | 7 | 1 | 28*
O=C(OCc1ccc([N+](=O)[O-])cc1)c1ccccn1 | -1 | 9 | 2 | -1 | 6 | 1.2 | -3 | -1 | 1 | -2
Cc1cccc(C)c1NC(=O)CN(C)C(=O)c1ccc2c(=O)n3c(nc2c1)CCC3 | -2 | 6 | -3 | 5 | 0 | 3.0 | 4 | 8 | 3 | 10
CCOC(=O)CN(C(=O)CNC(=O)c1cccs1)C(C(=O)NC1CCCCC1)c1cccnc1 (centres undefined) | 0 | 0 | 9 | -1 | -2 | 1.2 | -3 | -7 | 0 | -3

Profiles, quoted from the list:
O=C(N/N=C/c1cc([N+](=O)[O-])ccc1O)C12CC3CC(CC(C3)C1)C2 as listed: LEDGF integ inh = 0; Tn7 DDE FP = -3; mABHD4 FP = 6; HTRA1 inhibitor = 2; TCR CD3 inh = 1; PG9 Ab binder = -0.2; SIAE inh = 1; TDP2 inh = -6; PRMT1 FP inh = 2; UHRF1 binding = 1
CCn1c(=O)c2cc(S(=O)(=O)NC3CCCCC3)ccc2n(CC)c1=O as listed: LEDGF integ inh = 1; Tn7 DDE FP = -2; mABHD4 FP = -2; HTRA1 inhibitor = -6; TCR CD3 inh = 7; PG9 Ab binder = 0.7; SIAE inh = 6; TDP2 inh = 7; PRMT1 FP inh = -1; UHRF1 binding = -2

The results go on.
SMILES | LEDGF integ inh | Tn7 DDE FP | mABHD4 FP | HTRA1 inhibitor | TCR CD3 inh | PG9 Ab binder | SIAE inh | TDP2 inh | PRMT1 FP inh | UHRF1 binding
CC(=O)Nc1ccc(S(=O)(=O)NCCC(=O)Nc2ccc(C)c(Cl)c2)cc1 | 1 | 0 | -5 | -2 | 1 | -0.7 | -4 | 8 | 1 | 0
Cc1cccc(NC(=O)CN2CCN(C(=O)c3cc(C4CC4)nn3-c3ccccc3)CC2)c1C | -3 | 4 | 2 | 2 | -3 | -0.9 | 4 | -5 | 3 | -1
CCC(OC(=O)c1cccs1)C(=O)NCc1ccc2c(c1)OCO2 (centres undefined) | -1 | -8 | -9 | 3 | -3 | -2.4 | -6 | -10 | -2 | 0
CC1(C)CC(=O)C(C=Nc2ccccc2)=C(O)C1 | 0 | -6 | 1 | 1 | 7 | -1.4 | -2 | -6 | 1 | 1
Cc1ccc(CNC(=O)CCCN2C(=S)NC(C)(C)CC2C)cc1 (centres undefined) | -2 | -4 | -3 | -3 | 2 | 0.9 | -5 | 16 | -5 | -2
Cc1nn(CCCC(=O)Nc2nccs2)c(C)c1[N+](=O)[O-] | -4 | -1 | 2 | 4 | -5 | 0.6 | -6 | -4 | 4 | 0
CCN(CC)C(=O)CSc1nc(O)c(Cc2ccccc2)c(=O)n1-c1ccccc1 | 3 | -1 | 9 | 4 | 4 | -3.7 | 5 | -6 | 12 | -2
O=C(Cn1cnc2ccccc21)Nc1ccc2c(c1)OCCCO2 | 5 | 2 | -27 | 2 | -2 | -2.1 | 0 | -12 | -6 | 0
CC(NC(=O)C1CCCN(C(=O)N(C)C)C1)c1ccccc1 (centres undefined) | 2 | -1 | 2 | 3 | 1 | 1.9 | 8 | 2 | -4 | 0
COc1ccc2c(c1)c(C(C)=O)c(C)n2-c1ccccc1OC | -1 | 2 | -1 | -8 | 4 | 0.6 | 1 | 0 | 2 | 2
COC(=O)c1[nH]c2ccc(F)cc2c1NC(=O)CCN1CC(C)OC(C)C1 (centres undefined) | 0 | 4 | -5 | 4 | 6 | 1.2 | -13 | 3 | -3 | -4
COc1ccc(-c2cc(CCCC(=O)NCCc3ccc(OC)cc3OC)no2)cc1 | -1 | -8 | -7 | -7 | 7 | -1.2 | 2 | 0 | -2 | -1
CC(C)S(=O)(=O)c1csc(C(=O)NNC(=O)Nc2ccccc2)c1Cl | 2 | -5 | -5 | 4 | 11 | -2.0 | -2 | 1 | 0 | -1
O=C(COC(=O)CNC(=O)c1ccc(Cl)cc1Cl)NNC(=O)c1ccccc1F | 2 | 4 | -1 | -2 | -2 | -0.6 | -1 | 9 | 3 | 0
Cc1ccc(S(=O)(=O)n2nc(-c3ccc(Cl)cc3)nc2NCc2ccco2)cc1 | 0 | 6 | -8 | -5 | 8 | -0.6 | -12 | -6 | -3 | -2
CCOc1ccc(NC(=S)C(C#N)=C2N(C)c3ccccc3N2C)cc1 | -6 | -7 | 0 | 1 | -4 | -1.0 | -6 | 0 | 1 | 22*
N#Cc1nc(-c2cccc3ccccc23)oc1NCCN1CCCCC1 | 4 | -9 | 14 | -18 | 6 | 7.8 | -3 | -9 | -4 | -6
CC(=O)NC(Cc1ccccc1)C(=O)N1CCN(C(=S)NCC(C)C)CC1 (centres undefined) | -1 | -5 | 1 | 11 | 1 | 1.2 | 5 | -1 | 0 | 0
CC(=O)C[C@H](O)CC(=O)[C@@H]1OC(=O)[C@@H](C)C/C=C\Cc2ccccc21 | -1 | -7 | 0 | -2 | 7 | 0.8 | 1 | 11 | 1 | 2
Cc1ccc(-c2nnc3sc(C4COc5ccccc5O4)nn23)cc1 (centres undefined) | -2 | -2 | 2 | 2 | 2 | -0.1 | -4 | 0 | -1 | -4
COc1cc(C2C(C(=O)c3ccc(C)o3)=C(O)C(=O)N2Cc2cccnc2)ccc1O (centres undefined) | 0 | 1 | 6 | -1 | -5 | -1.4 | 2 | 6 | 2 | -8
Cc1cc(C)cc(Nc2cc(C)nc3nc(C)nn23)c1 | 4 | 3 | -7 | -1 | -6 | 0.6 | 1 | 0 | 3 | 5
CC(=O)c1cccc(CN2CCN(C3CCCC3)C(CCO)C2)c1 (centres undefined) | 2 | 6 | -2 | 7 | 6 | -1.9 | 2 | 10 | -4 | 1
O=CNC(Cc1ccccc1)C(=O)O (centres undefined) | 4 | -2 | -4 | 13 | 5 | -0.4 | -3 | -10 | -3 | 0
C/C(=N\NC(=O)C1(C)CC1(Br)Br)c1cccc(NC(=O)C2CCC2)c1 (centres undefined) | -4 | 4 | 3 | -3 | 0 | -2.6 | 1 | -4 | -1 | 2
CCCNC(=O)C1(C)CCN(C(=O)/C=C/c2ccccc2)C1 (centres undefined) | -3 | -5 | 8 | . | 7 | -1.6 | -1 | -2 | -2 | 1
Cc1ccc(S(=O)(=O)Nc2ncc(C(F)(F)F)cc2Cl)cc1 | -1 | 2 | -6 | -2 | -4 | 1.0 | -5 | 3 | 0 | 0
COc1ccc(C(=O)CSc2nnc(-c3ccco3)o2)cc1 | 0 | -11 | -6 | -1 | 2 | -2.6 | -9 | -5 | -3 | -2
COC(=O)c1cc(-c2c(C)noc2C)c(=O)n2c1CCC2 | 6 | -1 | 6 | . | . | . | 5 | -4 | -4 | 0
CCOC(=O)N1CCN(C(=O)C2CCN(S(=O)(=O)c3cc(Cl)ccc3OCC)CC2)CC1 | 3 | -5 | -10 | 0 | 7 | -0.7 | -5 | -19 | 1 | 0
C=CCNC(=S)N1CCN(c2ncc(C(F)(F)F)cc2Cl)CC1 | 7 | -6 | -12 | 0 | 2 | -0.3 | -9 | -14 | -5 | 1
CCc1ccc2[nH]c(=O)c(CN(CCN(CC)CC)C(=O)Nc3ccccc3OC)cc2c1 | -1 | 9 | -5 | 1 | -4 | 1.1 | 1 | -1 | 2 | 2
CCCOc1ccc(Cc2c(Cl)nc(SC)nc2OC)cc1 | 2 | 1 | -1 | 2 | 0 | -1.6 | -3 | 7 | 3 | 0
O=C1CCC(=O)N1c1ccc(CSc2nnnn2C2CCCCC2)cc1 | 1 | -3 | 2 | 0 | 2 | -1.1 | -2 | -4 | 1 | 1
CC(C)(C)NC(=O)CSc1nncn1NCc1cccc2ccccc12 | 2 | 4 | -5 | -1 | -1 | 0.7 | -4 | -7 | 0 | -1
Cc1ccccc1OC1C(=O)N(Cc2ccc3c(c2)OCO3)C1c1sccc1C (centres undefined) | -2 | 0 | -2 | -32 | 5 | 0.4 | -6 | -8 | -4 | 8
O=C(c1cc2n(n1)C(C(F)(F)F)CC(c1ccco1)N2)N1CCc2ccccc2C1 (centres undefined) | 1 | -3 | -4 | -9 | 3 | -2.2 | 6 | -17 | 3 | 0
Cc1cc(/C=N/n2cnnc2)c(C)n1-c1ccc(OCc2ccccc2F)cc1 | 1 | 0 | -16 | -51 | -9 | -0.6 | -2 | -15 | -1 | 1
Cc1cccc(C)c1NC(=O)Nc1nc(C(N)c2ccccc2Cl)cs1 (centres undefined) | 1 | 0 | -20 | . | -9 | 0.5 | -9 | 4 | -3 | -3
CN(CC(=O)Nc1ccccc1F)CC(=O)Nc1ccc(F)c(F)c1F | -1 | 2 | 8 | 2 | -8 | -1.2 | 5 | 13 | 3 | -2
O=C(O)c1nn(CCOc2cccc(Cl)c2)c(=O)c2ccccc12 | 4 | 2 | -7 | -10 | -1 | 0.1 | -2 | -1 | -2 | 6
CCOC(=O)c1c(NC(=O)CSc2nnc(CNc3ccc(Cl)cc3)o2)sc(C)c1C | 1 | -2 | -3 | -2 | 2 | -1.6 | -3 | 4 | -2 | 0
C=CCSc1nc2c(cc1C#N)CCC2 | -1 | 2 | -4 | -4 | 2 | 0.5 | 3 | 1 | 1 | -7
COc1ccc(S(=O)(=O)N2CCN(C(=O)NCc3ccccc3)CC2)cc1 | 2 | 2 | 3 | 5 | 1 | 0.8 | 2 | 6 | 1 | 9
